# Assay outcomes deposited in PubChem BioAssay by several laboratories.
# rCAG binder: binders of r(CAG) RNA repeats, primary screen, biochemical, fluorescence; r(CAG) RNA repeat, TO-PRO-1 dye displacement fluorescence; inhibition, % at 3 µM; 370,000 tested, 1.3% active; AID 651821, 2012;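 active = inhibition above the plate cutoff, the mean of all test compounds on that plate plus 3 SD, cut at about 35% in these data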;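 also: 0% = DMSO alone and 100% = 100 µM mitoxantrone as full dye displacement; higher means more dye released from RNA so lower well fluorescence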
# TCR-CD3 inh: inhibitors of human TCR-CD3 interaction, primary screen, biochemical, fluorescence, TAMRA-labeled TCR probe | T-cell receptor (TCR) | inhibition, % at 9.4 µM | 360,000 tested, 0.37% active | AID 651800, 2012; in the data active = inhibition above about 19%;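 also: recombinant mutant TCR 2C K166C tagged with TAMRA read by polarization; 0% = receptor in buffer alone and 100% = receptor with positive control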
# MBD2 DNA inh: inhibitors of MBD2 binding to methylated DNA, primary screen, biochemical, TR-FRET, DNA-binding domain, human. Methyl-CpG-binding domain protein 2 (Homo sapiens), Q9UBB5. MBD2 binding to methylated oligonucleotide. inhibition, % at 4.4 µM. 370,000 tested, 0.31% active; in the data active = inhibition above about 13%
# PRMT1 inh: PRMT1 methyltransferase inhibitors, primary screen, biochemical, fluorescence polarization; AID 652257, 2013; 370,000 tested, 1.3% active; Protein arginine N-methyltransferase 1 (Homo sapiens), Q99873; recombinant PRMT1, activity-based probe fluorescence polarization; inhibition, % at 2.79 µM;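 active = inhibition above about 21% made by adding two undisclosed values, limit read from the data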
# SIAE primary: human SIAE inhibitors, primary screen, biochemical, fluorescence polarization, FP-Rh probe, 1536-well HTS; Sialate O-acetylesterase (Homo sapiens), Q9HAT2; 370,000 tested, 0.69% active; SIAE FP-Rh probe binding; AID 1053197, 2014; inhibition, % at 9.66 µM;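 active = inhibition above a cutoff: mean of compounds within the control limits plus 3 SD of those, cut at about 17% in these data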;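 also: 0% = plate median of compound wells and 100% = probe without SIAE protein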
# NPR1 activator: GC-A stimulated cGMP production enhancers – HEK293 GC-A cells, cGMP TR-FRET, EC30 ANP, primary screen; Atrial natriuretic peptide receptor 1 (Homo sapiens), P16066; 0% at EC30 ANP, 100% saturating ANP; activation, % at 10 µM; 370,000 tested, 0.14% active; in the data active = activation above about 40%
# Target sequence (P16066 whole entry, looked up): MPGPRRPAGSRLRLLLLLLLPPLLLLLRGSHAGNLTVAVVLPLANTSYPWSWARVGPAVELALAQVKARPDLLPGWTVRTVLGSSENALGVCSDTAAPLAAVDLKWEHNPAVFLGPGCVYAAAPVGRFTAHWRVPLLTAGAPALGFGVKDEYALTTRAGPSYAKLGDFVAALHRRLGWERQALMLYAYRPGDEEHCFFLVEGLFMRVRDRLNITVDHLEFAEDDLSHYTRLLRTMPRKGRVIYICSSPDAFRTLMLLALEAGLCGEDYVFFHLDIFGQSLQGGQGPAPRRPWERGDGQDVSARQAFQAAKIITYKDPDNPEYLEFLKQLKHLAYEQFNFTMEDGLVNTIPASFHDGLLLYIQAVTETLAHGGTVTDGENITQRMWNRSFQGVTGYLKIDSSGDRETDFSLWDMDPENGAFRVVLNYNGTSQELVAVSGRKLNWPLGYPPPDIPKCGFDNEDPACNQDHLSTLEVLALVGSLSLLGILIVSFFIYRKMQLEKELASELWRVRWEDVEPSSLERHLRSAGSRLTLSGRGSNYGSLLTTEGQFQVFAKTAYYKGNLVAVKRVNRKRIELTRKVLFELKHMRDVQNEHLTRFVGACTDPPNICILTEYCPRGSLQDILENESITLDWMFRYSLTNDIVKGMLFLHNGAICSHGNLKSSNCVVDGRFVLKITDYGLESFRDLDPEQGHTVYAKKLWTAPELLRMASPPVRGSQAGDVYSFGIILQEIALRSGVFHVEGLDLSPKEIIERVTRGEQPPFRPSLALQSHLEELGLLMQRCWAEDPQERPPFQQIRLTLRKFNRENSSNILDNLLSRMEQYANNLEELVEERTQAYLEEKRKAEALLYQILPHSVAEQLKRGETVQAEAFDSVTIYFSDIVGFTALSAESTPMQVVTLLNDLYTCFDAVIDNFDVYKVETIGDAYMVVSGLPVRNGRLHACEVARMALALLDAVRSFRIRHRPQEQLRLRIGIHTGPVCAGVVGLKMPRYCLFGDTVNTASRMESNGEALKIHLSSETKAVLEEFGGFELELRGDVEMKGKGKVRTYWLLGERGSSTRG
# HTRA1 inh: HTRA1 serine protease inhibitors, primary screen, biochemical, fluorescence polarization, HTS; inhibition, % at 5.96 µM; AID 504803, 2011; Q92743; recombinant HTRA1, FP-rhodamine activity-based probe; 340,000 tested, 0.5% active; in the data active = inhibition above about 36%;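 also: 0% = enzyme with DMSO and 100% = wells lacking enzyme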
# GC-B act: human GC-B receptor activators, primary screen, HEK293 GC-B cells, cGMP TR-FRET, EC30 CNP | Atrial natriuretic peptide receptor 2 (Homo sapiens), P20594 | 0% at EC30 CNP, 100% saturating CNP | activation, % at 10 µM | 370,000 tested, 0.11% active;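 active = activation at 10 µM reaching about 35% in either raw or pattern-adjusted values, limit read from the data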
# UHRF1 MBD2 ctr: UHRF1 methylated DNA binding inhibitors, primary screen, counter-screen for MBD2 inhibitor project, biochemical, TR-FRET, human UHRF1, single concentration; UHRF1 binding to methylated oligo; inhibition, % at 4.4 µM; 370,000 tested, 0.75% active; AID 687016, 2013; in the data active = inhibition above about 21%;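 also: UHRF1 SRA domain binding a hemimethylated CpG hairpin DNA probe; 0% = median of test compound wells and 100% = reference inhibitor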
# mABHD4 FP: ABHD4 inhibitors, primary screen, biochemical, fluorescence polarization, mouse | (Lyso)-N-acylphosphatidylethanolamine lipase (Mus musculus), Q8VD66 | purified mABHD4, FP-Rh probe fluorescence polarization | inhibition, % at 8.92 µM | 370,000 tested, 0.54% active | AID 720543, 2013;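 active = inhibition exceeding the mean over every tested compound plus 3 SD, cut at about 30% in these data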;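 also: 0% = plate median of compound wells and 100% = S159A mutant with DMSO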
#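 System: mouse ABHD4 enzyme, wild type / Medium: HEPES pH 7.0, NaCl, Pluronic buffer / Reagent: FP-Rh activity-based fluorescent probe / Control set: S159A mutant high control, sample median low control / Detection: fluorescence polarization with parallel and perpendicular emission, 525/598 nm / Schedule: 45 min + 60 min at 25 °C / Compound dosing: 8.92 µM, single dose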
# Numbers without * were called inactive; . = no result given.
SMILES,rCAG binder,TCR-CD3 inh,MBD2 DNA inh,PRMT1 inh,SIAE primary,NPR1 activator,HTRA1 inh,GC-B act,UHRF1 MBD2 ctr,mABHD4 FP
N#CC1=C(S)N(c2ccc(F)cc2)C(c2ccco2)NC1=O (stereo unspecified),5,0,-5,19,6,2,4,-1,1,1
COc1cc(CNC(C)C)ccc1OCC(=O)Nc1cccc2ccccc12,7,5,3,-1,-4,-2,2,-3,-1,-2
CC(OC(=O)CN1C(=O)NC(C)(C)C1=O)C(=O)c1ccccc1 (stereo unspecified),0,9,-4,0,15,0,4,1,-1,-4
O=C(OC12CCCN(C1)/C(=C/c1ccncc1)C2)c1ccccc1 (stereo unspecified),3,.,-4,-1,11,0,.,-1,0,2
Cc1ccc(NS(=O)(=O)c2ccc(NC(=O)CSc3ccc(Cl)cc3)cc2)c(C)c1,19,23*,-1,0,-2,1,-31,2,4,-27
CN1CCN(S(=O)(=O)c2ccc(Cc3ccc(S(=O)(=O)N4CCN(C)CC4)cc3)cc2)CC1,-5,9,-3,0,-3,-1,1,-4,-2,0
CCc1ccc(N2CCN(C(=O)c3ccc(OC)c(OC)c3)CC2)cc1,1,-6,2,0,-10,5,4,-1,-2,1
Nn1c(SCC(=O)NC(=O)NCc2ccco2)nnc1-c1ccc(OC(F)F)cc1,5,5,2,3,-6,1,-7,3,3,-3
Clc1ccc2nc(N3CCCCC3)[nH]c2c1,-2,-12,-6,0,1,-4,5,-2,4,-10
Cc1ccc(Cc2c(-c3ccccc3)nc3c4ccccc4ccn23)cc1,3,-6,5,4,-7,20,.,19,12,-6
CCC(CC)C(=O)Nc1cccc(C(=O)NCc2ccco2)c1,11,4,-5,5,4,0,4,-1,2,2
COc1ccc(C(=O)CSc2nnc(CCc3ccccc3)n2-c2ccccc2)cc1,-1,-4,6,-2,-1,-18,-31,-13,4,-1
COc1cccc(N(C)C(=O)[C@@H](C2CC2)[C@@H](O)c2ccc(Cl)cc2)c1,-4,.,-6,-7,-1,-13,.,-13,-3,-1
CCCOc1ccc(/C=C/C(=O)N2CCN(c3ccccn3)CC2)cc1,-8,4,4,-1,-9,0,-4,-3,12,0
O=C(/C=C/c1cccc([N+](=O)[O-])c1)Nc1ccc(NC(=O)c2cccs2)cc1,2,-4,3,-1,3,5,-4,-3,12,3
COc1ccccc1CN(C)C(=O)c1cc(S(=O)(=O)N2CCCCCC2)ccc1OC,-1,-10,-1,6,0,1,0,-3,1,8
Cn1c(C(=O)NCCOc2ccccc2Cl)cc(=O)n(C)c1=O,-1,3,3,-1,-6,2,7,1,0,5
Cc1c(C)n(CCc2ccccc2)c2ncnc(NCCCN(C)C)c12,1,1,1,-1,3,-3,-2,-3,0,1
CCc1ccc(C(C#N)=CC=Cc2ccccc2)cc1,3,3,1,-1,-8,-2,-23,0,-3,-1
CCOC(=O)CNC(=O)CSc1nc(-c2ccc(OC)cc2)ns1,-2,7,-5,3,4,4,3,2,-2,-2
C=CCN(C(=O)CCC(=O)Nc1cc(C)on1)C(C(=O)NC(C)(C)C)c1cccc(OC)c1OC (stereo unspecified),-3,1,3,4,-1,-5,-3,8,-2,6
O=C(CN1C(=O)NC2(CCc3ccccc32)C1=O)NCCc1ccccc1 (stereo unspecified),-1,-1,1,5,-3,3,0,2,0,-1
CCCN(CC(=O)Nc1ccccc1C)C(=O)/C=C/c1cccs1,-3,5,2,0,3,0,4,0,-4,-1
O=C(Cc1cccc2ccccc12)N/N=C/c1ccc(Sc2cccc3cccnc23)o1,5,2,-3,1,-16,5,.,8,-21,-24
CN(C)c1cccc(C(=O)NCC2CCCO2)c1 (stereo unspecified),1,6,-1,2,-2,5,0,-6,-1,4

# Another view of some results above:
Structure | rCAG binder | TCR-CD3 inh | MBD2 DNA inh | PRMT1 inh | SIAE primary | NPR1 activator | HTRA1 inh | GC-B act | UHRF1 MBD2 ctr | mABHD4 FP
CCCN(CC(=O)Nc1ccccc1C)C(=O)/C=C/c1cccs1 | -3 | 5 | 2 | 0 | 3 | 0 | 4 | 0 | -4 | -1
O=C(Cc1cccc2ccccc12)N/N=C/c1ccc(Sc2cccc3cccnc23)o1 | 5 | 2 | -3 | 1 | -16 | 5 | . | 8 | -21 | -24

# An excerpt from above in order of number of heavy atoms, ascending.
SMILES,rCAG binder,TCR-CD3 inh,MBD2 DNA inh,PRMT1 inh,SIAE primary,NPR1 activator,HTRA1 inh,GC-B act,UHRF1 MBD2 ctr,mABHD4 FP
CN(C)c1cccc(C(=O)NCC2CCCO2)c1 (stereo unspecified),1,6,-1,2,-2,5,0,-6,-1,4
CCc1ccc(C(C#N)=CC=Cc2ccccc2)cc1,3,3,1,-1,-8,-2,-23,0,-3,-1
CC(OC(=O)CN1C(=O)NC(C)(C)C1=O)C(=O)c1ccccc1 (stereo unspecified),0,9,-4,0,15,0,4,1,-1,-4
CCCOc1ccc(/C=C/C(=O)N2CCN(c3ccccn3)CC2)cc1,-8,4,4,-1,-9,0,-4,-3,12,0
Cc1ccc(Cc2c(-c3ccccc3)nc3c4ccccc4ccn23)cc1,3,-6,5,4,-7,20,.,19,12,-6
COc1cc(CNC(C)C)ccc1OCC(=O)Nc1cccc2ccccc12,7,5,3,-1,-4,-2,2,-3,-1,-2
Cc1ccc(NS(=O)(=O)c2ccc(NC(=O)CSc3ccc(Cl)cc3)cc2)c(C)c1,19,23*,-1,0,-2,1,-31,2,4,-27
COc1ccccc1CN(C)C(=O)c1cc(S(=O)(=O)N2CCCCCC2)ccc1OC,-1,-10,-1,6,0,1,0,-3,1,8
O=C(Cc1cccc2ccccc12)N/N=C/c1ccc(Sc2cccc3cccnc23)o1,5,2,-3,1,-16,5,.,8,-21,-24
CN1CCN(S(=O)(=O)c2ccc(Cc3ccc(S(=O)(=O)N4CCN(C)CC4)cc3)cc2)CC1,-5,9,-3,0,-3,-1,1,-4,-2,0
C=CCN(C(=O)CCC(=O)Nc1cc(C)on1)C(C(=O)NC(C)(C)C)c1cccc(OC)c1OC (stereo unspecified),-3,1,3,4,-1,-5,-3,8,-2,6

# The listing continues:
SMILES,rCAG binder,TCR-CD3 inh,MBD2 DNA inh,PRMT1 inh,SIAE primary,NPR1 activator,HTRA1 inh,GC-B act,UHRF1 MBD2 ctr,mABHD4 FP
O=C(Nc1ccc(NC(=O)c2ccccc2F)cc1)c1ccccc1F,-1,-7,9,6,-10,2,5,4,6,-9
N#C/C(=C\c1cccc(O)c1)C(=O)Nc1ccc2c(c1)OCCO2,6,1,-6,-5,1,5,3,-15,0,0
CCCCn1c(NC(C)CC)nc2c1c(=O)[nH]c(=O)n2C (stereo unspecified),-1,2,-2,1,6,6,4,-4,98*,-8
Cc1ccccc1CNC1CCC12CCC(c1ccccc1)CC2 (stereo unspecified),.,.,0,-9,3,-8,.,-7,0,1
O=c1c2ccccc2nc2n1CCCN2,0,7,-2,-3,-2,-2,1,3,0,-5
O=C(NCCN1CCOCC1)c1ccccc1Oc1ccccc1,-7,1,-5,-6,6,2,-8,3,-1,8
CCc1ccc(NC(=O)CCNC(=O)Cn2ccc3ccccc3c2=O)cc1,1,0,-5,-3,-4,-1,2,-3,-1,4
COc1cc(/C=C(\NC(=O)c2ccccc2)C(=O)NCCO)c([N+](=O)[O-])cc1OC,1,3,-7,0,3,2,3,-1,-2,4
CCOC(=O)N1CCN(C(=O)/C(=C/c2cccc3ccccc23)NC(=O)c2ccc(OC)c(OC)c2)CC1,-2,2,-6,-2,2,1,-5,0,1,0
COc1ccc2nc3cccc(OC)c3nc2c1,1,-10,-7,8,-9,5,4,-8,-9,5
CCOc1cc(/C=N/Nc2cccc(C(=O)O)c2)ccc1OCC(=O)N1CCCCC1,15,3,-7,-4,2,1,.,0,0,-3
Cc1ccc(-c2noc(CNC(=O)COc3ccccc3C)n2)cc1,-7,2,2,0,-3,-2,-9,-1,0,-3
COc1ccc2c(CN3CCN(S(=O)(=O)c4cccs4)CC3)cc(=O)oc2c1,5,6,6,-1,2,-2,-11,-10,1,11
O=C1c2ccccc2C(=O)N1CCCn1ccnc1,-1,7,-1,0,0,-1,-4,2,-2,-3
CC(=O)Nc1ccc(C=NNc2ccc(S(=O)(=O)Nc3ccccc3C(=O)O)cc2[N+](=O)[O-])cc1,89*,-5,-1,11,-3,-4,35,3,-2,55*
CN1CCN(S(=O)(=O)c2ccc(NC(=O)C(C)(C)C)cc2)CC1,-1,2,3,0,4,0,6,6,-2,-2
CCOC(=O)[C@]12CCCC=C1N(CCC1=CCCCC1)C(=O)[C@H](CC(=O)N1CCN(C(=O)c3ccco3)CC1)C2,2,-4,-1,3,5,3,.,5,0,2
O=C(NCc1ccncc1)NC12CC3CC(CC(C3)C1)C2,-1,1,-1,1,4,3,-5,3,-2,0
CCc1nnc(NC(=O)c2ccc(OCc3c(C)noc3C)c(OC)c2)s1,-8,6,2,0,-6,1,-9,0,-3,-4
CCC(C)(C)NC(=O)CCn1c(-c2ccccc2)cc(C(C)=O)c1C,-8,4,2,0,3,-1,-2,1,1,2
CCOC(=O)[C@]12CCC=C1N(Cc1ccc(Cl)cc1Cl)C(=O)[C@H](CC(=O)NCC13CC4CC(CC(C4)C1)C3)C2,8,2,1,1,-4,1,.,0,-1,3
CN(C)/C=C/C(=O)c1cccc(Oc2ncccn2)c1,1,9,4,0,-6,4,2,-4,0,1
NS(=O)(=O)c1ccc2c(c1)oc(=O)c1cc(S(N)(=O)=O)ccc12,2,5,0,0,-1,6,1,-3,-1,2
CN(c1ccc(C(=O)NC2CC3CCC2C3)cc1)S(C)(=O)=O (stereo unspecified),1,2,2,-4,2,5,1,-3,-1,-2
COc1ccccc1NC(=O)CN(c1ccccc1F)S(C)(=O)=O,-2,-2,-5,7,1,4,-6,1,0,3
COC1C(CO)OC(n2c3c(Cl)cccc3c3c4c(c5c6cccc(Cl)c6[nH]c5c32)C(=O)NC4=O)C(O)C1O (stereo unspecified),7,6,-2,-3,-21,5,-14,7,-2,-11
COc1ccc(OC)c(-c2c[n+](=O)c3c(n2[O-])CCCC3)c1,0,3,-2,-2,8,2,-3,5,-4,-3
CC(CCC(=O)Nc1nncs1)C(=O)O (stereo unspecified),2,-4,-1,2,4,5,-2,-4,5,6
O=C(NC(=S)NCc1ccc(Cl)cc1Cl)c1ccco1,4,1,3,-5,0,2,-29,-1,-2,2

# Some of the compounds tested; the hit share may differ from the screen's.
